PGC1a acetyl inh: inhibitors of PGC1a acetylation signal, primary screen, cell-based, U2OS, AlphaScreen, inhibitor mode. inhibition, % at 15.6 µM. AID 651687, 2012. 0.17% of 350,000 active. AlphaScreen anti-acetyl-lysine; with virally co-expressed GCN5 acetyltransferase;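 active = every replicate shows inhibition of at least 40%; inconclusive = mean inhibition at least 40% but some replicate below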;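 also: 0% = neutral control wells and 100% = positive control wells; some results beyond the cut were filed as inactive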
ERAP1 inh: human ERAP1 aminopeptidase inhibitors, primary screen, biochemical, single point, plate reader. Endoplasmic reticulum aminopeptidase 1 (Homo sapiens), Q9NZ08. recombinant ERAP1, Leu-AMC fluorescence, 60 min. inhibition, % at 10.7 µM. 0.15% of 340,000 active. AID 652197, 2013;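 active = mean replicate inhibition of at least 30%, or all replicates individually reaching that 30% level; inactive = mean below 30% and not every replicate reaching it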;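 also: 0% = neutral control wells and 100% = L-leucinethiol positive control wells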
Target sequence (Q9NZ08 whole entry, looked up): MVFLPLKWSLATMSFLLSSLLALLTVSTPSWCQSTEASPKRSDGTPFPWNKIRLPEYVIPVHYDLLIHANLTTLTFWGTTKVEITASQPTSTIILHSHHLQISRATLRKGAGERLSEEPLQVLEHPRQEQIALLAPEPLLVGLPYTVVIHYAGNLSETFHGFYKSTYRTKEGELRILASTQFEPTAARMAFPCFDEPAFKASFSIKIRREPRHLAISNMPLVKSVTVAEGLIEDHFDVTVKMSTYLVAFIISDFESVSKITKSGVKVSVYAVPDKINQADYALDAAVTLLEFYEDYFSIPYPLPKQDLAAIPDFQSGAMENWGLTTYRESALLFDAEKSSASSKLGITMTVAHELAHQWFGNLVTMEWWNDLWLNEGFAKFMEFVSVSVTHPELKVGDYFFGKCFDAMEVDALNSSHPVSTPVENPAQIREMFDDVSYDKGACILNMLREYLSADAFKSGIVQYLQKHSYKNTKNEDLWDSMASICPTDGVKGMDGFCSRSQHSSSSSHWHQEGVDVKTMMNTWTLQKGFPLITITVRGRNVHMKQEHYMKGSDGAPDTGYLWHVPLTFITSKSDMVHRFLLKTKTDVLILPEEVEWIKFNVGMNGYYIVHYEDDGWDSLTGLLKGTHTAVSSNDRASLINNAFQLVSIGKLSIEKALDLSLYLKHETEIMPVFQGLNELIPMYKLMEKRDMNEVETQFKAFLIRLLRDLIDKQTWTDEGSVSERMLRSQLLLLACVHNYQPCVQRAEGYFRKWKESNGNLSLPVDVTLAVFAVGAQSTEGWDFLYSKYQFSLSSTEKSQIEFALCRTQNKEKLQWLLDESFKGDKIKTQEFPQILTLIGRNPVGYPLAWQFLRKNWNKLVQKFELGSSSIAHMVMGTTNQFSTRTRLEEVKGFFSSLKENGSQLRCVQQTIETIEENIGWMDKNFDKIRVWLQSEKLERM
PglD inh: C. jejuni PglD acetyltransferase inhibitors, primary screen, biochemical, DTNB colorimetric, single point | 0.098% of 360,000 active | inhibition, % at 12.5 µM | purified PglD enzyme, DTNB colorimetric CoA detection | UDP-N-acetylbacillosamine N-acetyltransferase PglD (Campylobacter jejuni); in the data active = inhibition above about 16%, passing the limit was not always enough; inconclusive = no clear call, values can overlap the other calls; also: strong numbers were not always called active
PAX8 reporter: inhibitors of PAX8-driven TPO luciferase reporter, primary screen, RMG-I cells, single concentration | 1.2% of 360,000 active | AID 652154, 2013 | SteadyGlo, 24 h | inhibition, % at 12.6 µM;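 active = mean replicate inhibition at least 60% with every replicate also reaching 60%; inconclusive = only one of the two criteria is met; inactive = mean below 60% and not all replicates reaching 60%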;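 also: luciferase light reporting Pax8 driven TPO promoter activity; plate controls were median of neutral control wells for no effect and mitoxantrone controls for full effect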
LGR2 antag: inhibitors of bursicon-induced LGR2 CRE-luciferase signal, primary screen, cell-based, HEK293, CRE-luciferase reporter, bursicon stimulation; Drosophila bursicon receptor LGR2 (rickets); bursicon-stimulated, 4 h; inhibition, % at 9.99 µM; 0.35% of 380,000 active;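 active = drop in luminescence signal, shown as inhibition above about 50% in the replicate tests, limit read from the data, passing the limit was not always enough; inconclusive = probably only some replicates passing the limit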;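 also: agonist challenge used bursicon conditioned medium at about half maximal strength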
S100A4 inh HTS: inhibitors of S100A4-myosin IIA peptide binding, primary screen, biochemical, fluorescence polarization, TAMRA-MyoIIA peptide | 0.14% of 360,000 active | Protein S100-A4 (Homo sapiens), P26447 | inhibition, % at 10.7 µM;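 active = mean inhibition of at least 70% across replicates, with every replicate also reaching that level; inconclusive = mean inhibition reaches 70% but some replicates fall short; inactive = mean inhibition below 70%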
Target sequence (P26447 whole entry, looked up): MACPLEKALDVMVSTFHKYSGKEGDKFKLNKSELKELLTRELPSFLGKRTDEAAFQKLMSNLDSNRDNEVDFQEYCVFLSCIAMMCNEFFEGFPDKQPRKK
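Test system: S100A4 monomer protein; Medium: HEPES pH 7.2 with CaCl2, KCl, NaCl, DTT, Triton; Probe or stimulus: TAMRA-labelled myosin IIA heavy-chain peptide probe, 5 nM; Doses: one dose per compound; Times: polarization read 5 min after assay mix addition, stable 5–60 min; Benchmarks: neutral control DMSO, positive control TFP.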
EWS-Fli inh: EWS/Fli-driven NR0B1 reporter inhibitors, primary screen, A673 cells, NR0B1 luciferase, luminescence, MLPCN library; viability-normalised; inhibition, % at 12.6 µM; 0.67% of 350,000 active; AID 651661, 2012;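 active = mean inhibition of at least 50% after viability correction, with every replicate also passing that limit; inconclusive = mean reaches 50% but only one of two replicates passes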;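 also: firefly luciferase signal divided by Alamar Blue viability fluorescence both relative to DMSO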
FN deposit inh: inhibitors of fibronectin matrix deposition, primary screen, AH1F cells, Alexa488-fibronectin fluorescence, plate reader | AH1F fibroblasts, overnight | inhibition, % at 12.6 µM | 0.086% of 350,000 active | AID 743247, 2014;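 active = mean inhibition across replicates of 30% or more, regardless of how many single replicates reach that level; inconclusive = mean under 30% yet at least half of replicates reach 30%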;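 also: positive control wells lacked labelled fibronectin entirely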
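Material – AH1F fibroblast monolayer, labelled fibronectin deposition · Reagent – labelled fibronectin 24 nM · Timing – 1 h adhesion, overnight exposure · Measured by – fluorescence at 485 nm excitation, 525 nm emission · Read-out – inhibition of fibronectin deposition signal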
Active calls of the source: *; u = inconclusive; x = no result given; & = joins results of further samples.

SMILES | PGC1a acetyl inh | ERAP1 inh | PglD inh | PAX8 reporter | LGR2 antag | S100A4 inh HTS | EWS-Fli inh | FN deposit inh
COc1ccc(/C=N/NC(=O)c2snnc2C)c(OC)c1OC | 3 | 2 | -1 | -2 | 19 | 11 | 42 | 1
Cc1cc(C)c(NC(=O)c2cc(S(=O)(=O)N3CCOCC3)ccc2F)c(C)c1 | -1 | -3 | 0 | -7 | 17 | -2 | x | 9
COc1ccc(-c2csc3ncnc(N4CCN(c5cccc(OC)c5)CC4)c23)cc1 | x | 2 | 1 | x | -9 | -1 | 4 | 1
C[C@H](CO)N1C[C@H](C)[C@H](CN(C)Cc2ccc(Oc3ccccc3)cc2)Oc2cc(-c3ccncc3)ccc2S1(=O)=O | -11 | 1 | 3 | x | 23 | -6 | 31 | -3
CSCC[C@H](NC(=O)c1ccc(Br)o1)c1nnc2ccccn12 | 43* | -4 | 3 | 1 | 11 | 1 | 1 | -14
Cc1oc2ccc(OC(=O)c3cccs3)cc2c1C(=O)OC(C)C | x | -4 | 10 | -12 | -9 | -20 | -10 | 2
CCc1ccc(C(O)(C(C)C)C(CN2CCOCC2)c2ccccc2)cc1 (stereo unspecified) | -26 | 0 | -4 | -4 | 17 | -6 | 19 | -4
O=C1NCCN(Cc2ccc(F)cc2)C1CC(=O)N1CC=C(c2ccccc2)CC1 (stereo unspecified) | 4 | -1 | -1 | -6 | 2 | 2 | 8 | 0
CCC(=O)Nc1ccc2c(c1)C(=O)N(C)[C@@H]1CC[C@@H](CC(=O)N[C@H](C)c3ccccc3)O[C@@H]1CO2 | 16 | -6 | 1 | -12 | 1 | -17 | 0 | -18
CCCc1ccc(OCC(O)CN2CCN(c3ccccc3)CC2)cc1 (stereo unspecified) | -1&-1 | 3 | 7 | -15 | 8 | -2 | 1 | -6&-19
Cc1ccc(Cn2ccc(NC(=O)c3cc(-c4ccc(Br)cc4)on3)n2)cc1 | 0 | -1 | 5 | x | -16 | -3 | x | x
O=C(CSc1nnc(CNC(=O)c2c(F)cccc2F)o1)NCC1CCCO1 (stereo unspecified) | x | 0 | 7 | -109 | 4 | -3 | -3 | -1
O=C(NC1Cc2ccccc2C1)c1cc(COc2cccc(C(F)(F)F)c2)on1 | -2 | 0 | -2 | 13 | 0 | 1 | 8 | 4
CCc1cc(-c2cnnn2Cc2ccccc2)ccc1-c1cn(CC(C)C)nn1 | -25 | x | 0 | 31 | 15 | 5 | 32 | -8
O=C(O)c1ccccc1C(=O)Nc1cc(C(F)(F)F)ccc1N1CCCC1 | 8 | -3 | -4 | 2 | -25 | -5 | -3 | 6
COC(=O)c1scc(S(=O)(=O)C(C)C)c1N/N=C(\C#N)C(=O)c1ccc(Cl)cc1 | x | 5 | x | 27 | 18 | 2 | 7 | -8
CCCn1cc(S(=O)(=O)c2ccccc2)c(=O)c2cc(OC)c(OC)cc21 | -2 | 3 | -2 | 6 | 8 | -3 | x | -12
CO[C@@H](CN(C)Cc1nccs1)[C@@H](C)CN([C@H](C)CO)S(=O)(=O)c1ccc(F)cc1 | 1 | 2 | 1 | x | 8 | 6 | -5 | 6
O=C(NCC1CCCO1)Nc1cc(Cl)cc(Cl)c1 (stereo unspecified) | x | -1 | x | -10 | 7 | -4 | -5 | 5
C[C@@H]1C=C(C(=O)N2CCCCCCC2)O[C@H](OCc2ccc(CO)cc2)C1 | x | 3 | 7 | -11 | x | -9 | -7 | x
O=C(NCCOc1ccccc1F)Nc1ccc(Br)cc1 | x | 0 | x | -56 | -15 | 3 | -30 | 5
CCCN(Cc1nnc(-c2ccccc2Cl)o1)C(=O)c1ccc(C)c(S(=O)(=O)N2CCOCC2)c1 | x | 3 | -2 | -9 | 2 | -1 | -4 | 2
Brc1cc(-c2ccccc2)nc(-c2ccccc2)n1 | -2 | -1 | 8 | 23 | 6 | -7 | 10 | -12
O=C(COC(=O)Cc1cccc(F)c1)NCCc1ccccc1 | x | 2 | -1 | -10 | x | -2 | 4 | 13

Quoted at random: 2 compounds from above
SMILES | PGC1a acetyl inh | ERAP1 inh | PglD inh | PAX8 reporter | LGR2 antag | S100A4 inh HTS | EWS-Fli inh | FN deposit inh
O=C(NC1Cc2ccccc2C1)c1cc(COc2cccc(C(F)(F)F)c2)on1 | -2 | 0 | -2 | 13 | 0 | 1 | 8 | 4
O=C(NCC1CCCO1)Nc1cc(Cl)cc(Cl)c1 (stereo unspecified) | x | -1 | x | -10 | 7 | -4 | -5 | 5

Later entries.
SMILES | PGC1a acetyl inh | ERAP1 inh | PglD inh | PAX8 reporter | LGR2 antag | S100A4 inh HTS | EWS-Fli inh | FN deposit inh
COc1ccccc1NC(=O)N(Cc1ccc2c(c1)OCO2)Cc1nc2ccccc2c(=O)[nH]1 | -4 | 1 | 3 | 15 | -11 | -2 | x | 5
COc1cccc(CN(C)CCCn2cnc3c(OC)ncnc32)c1 | x | -2 | 5 | 5 | 0 | 2 | 4 | -2
CCOC(=O)C1(CCCc2ccccc2)CCN(C(=O)C2CCCO2)CC1 (stereo unspecified) | 2 | -3 | -3 | 4 | 13 | 4 | -10 | x
Cc1ccc(Cl)cc1NC(=O)c1cc(NC(=O)C2CCCCC2C(=O)O)ccc1N1CCOCC1 (stereo unspecified) | -3 | 28 | 13 | x | 2 | -2 | x | 9
Cc1c(NC(=S)N2CCN(c3cccc(Cl)c3)CC2)c(=O)n(-c2ccccc2)n1C | -17 | -6 | 5 | 16 | -5 | -1 | 0 | -7
COc1ccc(NC(=O)N(C)C[C@@H]2Oc3ccc(NC(=O)Nc4ccc5c(c4)OCO5)cc3CC(=O)N([C@H](C)CO)C[C@H]2C)cc1 | 6 | x | -3 | -17 | -1 | x | -17 | x
CCCn1c(N)cc(=O)n(C)c1=O | 12 | 1 | x | -5 | -7 | 0 | 7 | -7
CC(C)CC(NC(=O)C1CCC(C)CC1)C(=O)NCc1ccco1 (stereo unspecified) | 1 | x | 2 | 14 | -7 | -5 | 7 | 4
CCOC(=O)Cc1csc(NC(=O)Cc2ccccc2)n1 | x | 8 | x | -16 | 3 | -3 | 2 | 3
COc1ccc(-c2nc(CS(=O)CC(=O)NCCCN3CCOCC3)c(C)o2)cc1OC (stereo unspecified) | 38 | -3 | 2 | -8 | 11 | -5 | x | -3
C[C@@H]1CN([C@H](C)CO)C(=O)c2cccc(NS(=O)(=O)c3ccc(Cl)cc3)c2O[C@H]1CN(C)C(=O)Nc1ccc2c(c1)OCO2 | 8 | 1 | -1 | 6 | -10 | 6 | -6 | 0
O=c1cc(O)nc(SCc2ccccc2)n1-c1ccc(F)cc1 | 4 | x | -4 | -2 | x | x | x | 3
C[C@H]1CCCCO[C@@H](CN(C)CC2CCCCC2)[C@@H](C)CN([C@@H](C)CO)C(=O)c2cc(NC(=O)Nc3cccc4ccccc34)ccc2O1 | -10 | 1 | 2 | -3 | 5 | -84 | 36 | x
C[C@H]1CN([C@@H](C)CO)C(=O)c2cc(-c3ccncc3)cnc2O[C@@H]1CN(C)CC1CCCCC1 | 4 | 4 | x | 18 | -4 | 2 | 2 | -3
Cc1nnc(NC(=O)c2sc3nc(-c4cccs4)cc(C(F)(F)F)c3c2N)s1 | 1 | -7 | 4 | x | -2 | 23 | x | x
Nc1nc2c(ncn2[C@@H]2O[C@H](CNS(=O)(=O)N3CCc4ccccc4C3)[C@@H](O)[C@H]2O)c(=O)[nH]1 | 8 | -1 | 1 | 18 | 0 | 3 | 0 | 1
CC12CCC(C(=NO)C1=O)C2(C)C (stereo unspecified) | -10 | 1 | 3 | -11 | 4 | 0 | -2 | 2
Cc1cc(NC(=O)c2ccc3c(c2)OCCO3)ccc1NC(=O)c1ccco1 | -6 | 4 | x | -76 | -48 | 2 | -60 | 0
CC(=O)n1cc([C@@H]2C=C(C(=O)N3CCOCC3)O[C@H](OCc3ccc(CO)cc3)C2)c2ccccc21 | 4&3 | -2 | -1 | 6&5 | 6 | -13 | 10&2 | 5
Cc1ccc(S(=O)(=O)N2C[C@@]3(O)Cn4c(=O)ccc(=O)n4C[C@@]3(OC(=O)NCc3ccccc3F)C2)cc1 | x | 1 | x | -37 | -14 | -5 | -22 | 4
C[C@H]1CN([C@@H](C)CO)S(=O)(=O)c2ccc(-c3ccccc3)cc2O[C@@H]1CN(C)C(=O)CN(C)C | 2 | 3 | 11 | -1 | -1 | -96 | -5 | 3
O=C(COC(=O)CCN1C(=O)C2CC=CCC2C1=O)Nc1ccc(Cl)cc1F (stereo unspecified) | -2 | -8 | -4 | -11 | -9 | 7 | 0 | 3
CCCCCCNC(=O)c1cccc(-c2ccc(C)c3ccccc23)n1 | -19 | -2 | 6 | 13 | 8 | -1 | 16 | -1
CCCC(C)NC(=O)c1cc(C(=O)OC)cc([N+](=O)[O-])c1 (stereo unspecified) | 0 | x | -1 | -10 | 17 | x | x | 1
COc1ccc(-c2cn(CCCOCc3ccccc3)nn2)cc1 | x | -3 | 3 | -34 | -3 | 3 | 3 | 2
COc1ccc(CC(=O)Nc2cccc(-c3nnc(-c4cccc(C)c4)o3)c2)cc1OC | x | 1 | -3 | x | u | 0 | x | x
O=c1c2sccc2nc(SCc2ccc([N+](=O)[O-])cc2)n1Cc1ccccn1 | x | -2 | x | 69* | -7 | 5 | -4 | -1
COCCN(C(=O)COC(=O)C1COc2ccccc2O1)c1c(N)n(Cc2ccccc2)c(=O)[nH]c1=O (stereo unspecified) | x | 1 | x | -21 | 10 | 4 | -4 | -1
C/C(N)=C(/C#N)C(=O)COC(=O)C1Cc2ccccc2CN1S(C)(=O)=O (stereo unspecified) | -2&-3 | -5 | -1&0 | 9&-1 | -12 | -3 | 8 | 4
COc1ccc(Cl)cc1S(=O)(=O)N(C)CC(=O)NCc1ccccn1 | 7 | 1 | 0 | -2 | 15 | 0 | 0 | -3
NS(=O)(=O)c1ccc(N2N=C(c3ccccc3)CC2c2cccc(Br)c2)cc1 (stereo unspecified) | 2 | x | -1 | -14 | 30 | -4 | -12 | -7
CCCNC(=O)Nc1ccc2c(c1)OC[C@@H](C)N(C(C)=O)C[C@H](C)[C@H](OC)CN(C)C2=O | -5 | -2 | -1 | 25 | 11 | 4 | 9 | -11
CC(C)c1ccc2occ(-c3nn[nH]n3)c(=O)c2c1 | 5 | 11 | x | 12 | x | -2 | 8 | -8
COCCN(CC(=O)Nc1cccc(C)c1C)C(=O)c1cc(S(=O)(=O)N2CCCC2)ccc1C | 0 | 0 | x | -19 | -4 | 24 | 3 | -1
CCc1nccn1S(=O)(=O)c1cc(Br)ccc1OC | 3 | x | 0 | 1 | x | x | x | -1
NS(=O)(=O)c1ccc(C(=O)Nc2ccc(-c3nc4cccnc4s3)cc2)cc1 | 6 | 0 | 0 | -129 | -98 | 2 | -121 | -18
COc1ccc(/C=N/NC(=O)c2c(C)nnn2-c2nonc2N)cc1OC | x | 1 | x | 14 | -20 | 2 | -1 | -3
